Screening data from PubChem BioAssay.
aSyn yeast rescue: rescues yeast growth from alpha-synuclein toxicity. S. cerevisiae alpha-synuclein toxicity rescue, BacTiter-Glo growth, 24 h. Potency, µM (highest dose often 46.1 µM), without a hit: top-dose growth rescue (activation), hits mostly activators. actives 0.02% (n = 94,000). AID 1347070; active = well fitted activation curve with a large enough effect; inconclusive = small, poorly fitted or top-dose-only effect; also: 0% is about no effect
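Growth restoration measured by BacTiter-Glo luminescence after 24 hr at 30 deg C; alpha-synuclein yeast, raffinose-pregrown to mid-log, were added at OD600=0.02 in galactose medium onto pinned compounds.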
* hit, by the source's call; ? = inconclusive; & = joins results of further samples; [ ] = another dose, or the depositor's remark. Potency is read from the fitted curve at half-maximal effect.

Sample of the layout, 3 compounds:
cpd	SMILES	aSyn yeast rescue
1	O=C(Nc1cc(Cl)cc(Cl)c1)c1ccc2c(c1)N(Cc1cccc(Cl)c1)C(=O)c1ccccc1S2=O (configuration not stated)	7%
2	Cc1ccc2sc(C)[n+](CCO)c2c1	-5%
3	O=C(CSc1nnc(-c2ccccc2Cl)o1)N1CCCc2ccccc21	-1%

The listing, from the start:
cpd	SMILES	aSyn yeast rescue
1	O=C(Nc1cc(Cl)cc(Cl)c1)c1ccc2c(c1)N(Cc1cccc(Cl)c1)C(=O)c1ccccc1S2=O (configuration not stated)	7%
2	Cc1ccc2sc(C)[n+](CCO)c2c1	-5%
3	O=C(CSc1nnc(-c2ccccc2Cl)o1)N1CCCc2ccccc21	-1%
4	Cc1noc(/C=C/N(C)C)c1S(=O)(=O)N1CCCC(C(=O)N2CCc3ccccc32)C1 (configuration not stated)	0%
5	O=C(NCC(c1cccnc1)N1CCN(Cc2ccccc2)CC1)C(=O)Nc1cccc(Cl)c1 (configuration not stated)	2%
6	O=C(N/N=C/c1ccc(F)cc1)c1ccc(-n2cnnn2)cc1	-49%[inhibitor]
7	O=C(CCCc1ccccc1)NC1CC(=O)N(c2ccc(Cl)cc2)C1 (configuration not stated)	11%
8	COC(=O)[C@H](CC(C)C)NC(=O)N1CCCCC1	4%
9	CCOc1ccc(CN(C)C(C)C(=O)NCCc2ccc(F)cc2)cc1 (configuration not stated)	2%
10	Cc1ccc2nc3c(cc(C#N)c(=O)n3-c3nnc(SCc4ccccc4)s3)c(=O)n2c1	11%
11	CCc1c(C(=O)NCCc2cccc(C)c2)[nH]c(C)c1C(C)=O	1%
12	O=C(COc1ccccc1[N+](=O)[O-])N/N=C/c1ccc(OC(=O)c2ccco2)cc1	3%
13	Cc1ccc(C)c(Cn2c(=O)n(Cc3ccccc3)c(=O)c3c2c2cc(C)ccc2n3C)c1	2%
14	Cc1ccc(C(=O)Nc2nc(-c3ccccc3)ns2)cc1	-15%
15	CC(C)(C)c1ccc(C(=O)Nc2ccc(C(=O)NCc3cccnc3)cc2)cc1	1%
16	COCCNC(=O)/C(C#N)=C/c1cc(C)n(C2CCCCC2)c1C	2%
17	CC(=O)c1ccc(NC(=O)c2nc(-c3ccc(C)cc3)n3c2CCCCC3)cc1	7%
18	Cc1ccc(S(=O)(=O)c2cn(C)c3cc(N4CCCC4)c(F)cc3c2=O)c(C)c1	-2%
19	Cc1c(NC(=O)OCCNC(=O)COc2ccc(Cl)cc2Cl)sc(=S)n1C	0%
20	COC(=O)c1ccc(CN2CCN(C3CCCC3)C(CCO)C2)cc1 (configuration not stated)	4%
21	Cc1ccc(Nc2ncnc3sccc23)c(C)c1	-6%
22	O=C(NCc1ccccc1)/C(=C\c1cccc([N+](=O)[O-])c1)NC(=O)c1ccco1	6%
23	CCN(CC)S(=O)(=O)c1ccc2c(c1)N(CC(=O)Nc1ccc(Cl)cc1)C(=O)C1CCCN21 (configuration not stated)	0%
24	Cc1cc(C(=O)NN=C2CCCCC2)c2ccccc2n1	-2%
25	CCc1ccccc1NC(=O)Cc1c(C(=O)O)[nH]c2ccc(Cl)cc12	-5%
26	CCN(c1ccc(OC)cc1)S(=O)(=O)c1ccc2[nH]c3c(c2c1)CCCCC3	15%
27	CCCOc1ccc(Nc2cc(C)nc(C)n2)cc1	7%
28	Cc1ccc(C(=O)Nc2sc(C(=O)N(C)C)c(C)c2C#N)cc1	4%
29	COc1ccc(NC(=O)CSc2nnc(-c3cccs3)n2N)c(OC)c1	8%
30	COc1ccc(CCn2c(C3CCCCC3)nc3c(c(=O)c4ccccc4n3C)c2=O)cc1OC	17%

Another view of some results above.
16	COCCNC(=O)/C(C#N)=C/c1cc(C)n(C2CCCCC2)c1C
  aSyn yeast rescue: 2%

17	CC(=O)c1ccc(NC(=O)c2nc(-c3ccc(C)cc3)n3c2CCCCC3)cc1
  aSyn yeast rescue: 7%

18	Cc1ccc(S(=O)(=O)c2cn(C)c3cc(N4CCCC4)c(F)cc3c2=O)c(C)c1
  aSyn yeast rescue: -2%

Next section
cpd	SMILES	aSyn yeast rescue
31	COC(=O)[C@H]1C[C@@]2(O)CN(S(=O)(=O)c3ccc(C)cc3)C[C@@]2(OC(=O)NC2CC2)C[C@H]1C(=O)OC	3%
32	Cc1cccc(N2CCN(C(c3ccc(F)cc3)c3nnc(-c4ccccc4)o3)CC2)c1C (configuration not stated)	-1%
33	O=C(CSc1ccc(-c2ccccn2)nn1)c1ccc(F)cc1	4%
34	Nc1nc(-c2ccc3c(c2)CCCC3)c(CC(=O)O)s1	6%
35	COc1cc(C(=O)NC(=S)N(C)Cc2ccccc2)cc(OC)c1OC	12%
36	COc1ccccc1-c1nc(SCC(=O)c2ccccc2)n[nH]1	4%
37	Cc1nc(-c2ccc(C)c(S(=O)(=O)N3CCC(C(=O)Nc4ccc(Cl)cc4)CC3)c2)no1	-8%
38	Cc1cccc(OCC(=O)N/N=C2/SCC(=O)N2Cc2ccco2)c1	0%
39	CCN(CC)C(=O)C1=C(C)N(Cc2ccc(C(C)(C)C)cc2)C(=O)C(CC(=O)NC2CCCCC2)C1 (configuration not stated)	1%
40	COc1ccc(N(Cc2cccs2)C(=O)c2ccc(OC)c(Cl)c2)cc1	0%
41	COc1ccc(-c2cc(C(=O)Nc3cccnc3Cl)no2)cc1OC	-10%&-8%
42	CCOc1ccc(-c2cc3nc(C4CCN(C(=O)OC(C)(C)C)CC4)c(C(=O)Nc4ccc(C)cc4Cl)cn3n2)cc1	4%
43	CCc1ccc(-c2ccc3nnc(SCC(=O)Nc4cccc(C(C)=O)c4)n3n2)cc1	1%
44	COc1ccc(-c2csc(-c3[nH]cnc3N)n2)cc1	1%
45	CCOc1ccccc1NC(=O)Cn1c(=O)oc2cc(S(=O)(=O)NCc3ccccc3)ccc21	2%
46	CCN(C(=O)CSc1nnc2ccccn12)c1c(N)n(Cc2ccccc2)c(=O)[nH]c1=O	1%
47	Cc1ccc(C(=O)COC(=O)CCC(=O)Nc2ccc(Oc3cc(C)ccc3C(C)C)cc2)cc1	?
48	CCOc1ccc2oc(=O)cc(CN3CCN(Cc4ccc(F)cc4)CC3)c2c1	2%
49	NC(=O)C1CCCN(C(=O)CN2C(=O)NC(c3ccccc3)(c3ccccc3)C2=O)C1 (configuration not stated)	7%
50	Cc1ccc(-c2nn(CCC(N)=O)c(=O)c3ccccc23)cc1	2%
51	CCCCNC(=S)NCc1ccc2[nH]c(C)cc2c1	5%
52	Cc1ccccc1CCNC(=O)c1cc2cc(S(=O)(=O)N3CCCCC3)ccc2n1C	1%
53	CC1CCN(S(=O)(=O)c2nnc(NC(=O)c3ccccc3Br)s2)CC1	-4%
54	COc1cccc(-c2cc(N3CCN(C(=O)c4ccoc4)CC3)n3nc(-c4cccc(Cl)c4)cc3n2)c1	2%
55	CCO/N=C1\C(=O)N(c2ccccc2)c2ccccc21	11%
56	Cc1ccc(C)c(N2CCN(c3nc4ccc(Cl)cc4n4cnnc34)CC2)c1	5%
57	COc1ccc(OC)c(CCNC(=O)CCn2c(=O)c3cccn3c3cccnc32)c1	0%
58	O=C(/C=C\c1ccc2c(c1)OCO2)CC1(O)C(=O)Nc2ccccc21 (configuration not stated)	13%
59	Cc1nc2c(c(C)nn2C(C)(C)C)c(C)c1CCC(=O)Nc1ccc(Br)cc1Br	1%
60	O=C(Nc1ccc(OCc2cc(=O)n3c4c(sc3n2)CCCC4)cc1)c1ccc(F)cc1	6%

(listing goes on)
cpd	SMILES	aSyn yeast rescue
61	COc1ccccc1OC(C)C(=O)N1CC(=O)Nc2ccccc21 (configuration not stated)	-3%
62	C=CCNC(=O)/C(C#N)=C/c1ccc2c(c1)OCCO2	6%
63	COc1ccc(-c2cc(C(=O)Nc3cccc(O)c3)on2)cc1OC	-3%
64	O=c1c(-c2cc(-c3ccc(F)cc3)nc3c2COc2ccc(Cl)cc2-3)coc2ccc(F)cc12	-9%
65	CCN(CC)S(=O)(=O)c1ccc2[nH]cc(C(=O)NCCc3ccccc3)c(=O)c2c1	-11%
66	Cc1cccc(N2CCN(C(=O)C3CCN(S(=O)(=O)c4cccs4)CC3)CC2)c1C	?
67	O=C(CCCn1c(=O)[nH]c2ccsc2c1=O)NC1CCCCC1	-6%
68	CC(=O)c1ccc(NS(=O)(=O)c2cccc3cccnc23)cc1	0%
69	Cc1ccc2ncnc(Nc3cccc(C(=O)O)c3)c2c1	1%
70	O=C(O)c1ccc(S(=O)(=O)Nc2ccc(O)c(Sc3nc4ccccc4s3)c2)cc1	10%
71	Cc1ccc2c(=O)cc(C(=O)Nc3c(C(=O)c4ccccc4)oc4ccccc34)oc2c1	-15%
72	COc1ccc(-c2csc(N3CCSCC3)n2)cc1	7%
73	CCC(C(=O)N1CCN(c2cc(Cl)ccc2C)CC1)n1nc(C)n2c(cc3occc32)c1=O (configuration not stated)	8%
74	COc1ccc(C2c3cccn3CCN2S(=O)(=O)c2ccccc2[N+](=O)[O-])cc1OC (configuration not stated)	13%
75	Cn1cccc1CN1CCC[C@]2(N[C@H](c3ccccc3)[C@@H]3C(=O)N(Cc4ccccc4)C(=O)[C@@H]32)C1=O	0%
76	O=C(O)c1cccc(C(=O)c2cccc3ccccc23)c1	12%
77	O=C(NC1CCCC1)c1ccc2c(c1)N(Cc1c(F)cccc1Cl)C(=O)c1ccccc1S2	?
78	CCc1ccc(Cn2c(CNS(=O)(=O)c3ccc(C)c(C)c3)nc3cccnc32)cc1	0%
79	Oc1c(C(c2ccccn2)N2CCC(Cc3ccccc3)CC2)cc(Cl)c2cccnc12 (configuration not stated)	?
80	O=C(N/C(=C\c1cccc([N+](=O)[O-])c1)C(=O)N(CCO)CCO)c1ccco1	1%
81	Cc1nc2ccn(Cc3cccs3)c(=O)c2cc1C(=O)N1CCN(c2ccc(F)cc2)CC1	3%
82	CCOC(=O)COc1ccc(CC)cc1C(=O)c1ccn2nc(-c3ccccc3)cc2n1	-1%
83	CCOC(=O)COc1cc2oc(=O)cc(C)c2cc1[N+](=O)[O-]	-1%
84	Cc1cccc2sc(N(CCCN(C)C)C(=O)COc3ccc(Cl)cc3)nc12	-8%
85	Cc1cc(NC(=O)c2cc(F)c(F)cc2Cl)no1	-3%
86	Cc1ccccc1Nc1c(-c2cccc(N(C)C)c2)nc2ccc(Br)cn12	-7%
87	C[C@]12CC[C@H](O)CC1=CCC1C2CC[C@@]2(C)C1CC[C@@H]2NCc1ccccc1 (some centres not stated)	-9%
88	Cc1nn(CCCC(=O)NCCc2ccc(Cl)cc2)c(=O)c2nn(-c3ccccc3)c(C)c12	-7%
89	CCCCN(CCCNC(=O)c1cc(Nc2ccc(OC)cc2)nc2ccccc12)Cc1ccccc1	2%
90	OC(CNCCc1ccc(Cl)cc1Cl)COc1ccccc1 (configuration not stated)	-2%

Next section
cpd	SMILES	aSyn yeast rescue
91	CCc1ccc(-n2c(=O)c3c4c(sc3n(Cc3cc(=O)n5c(C)cccc5n3)c2=O)CCC4)cc1	6%
92	Cc1ccc(S(=O)(=O)c2nc(C)oc2N2CCOCC2)cc1	-14%
93	CCc1ccc(-c2cc(C)no2)cc1S(=O)(=O)Nc1ccc(Cl)cc1	21%
94	O=C(COC(=O)C1(c2ccc(Cl)cc2)CCCC1)NCc1ccco1	4%
95	O=C(O)c1ccc(COc2ccc3ccccc3c2)o1	5%
96	COc1ccccc1Oc1nc2c(C)cccn2c(=O)c1/C=C(\C#N)c1nc2ccccc2[nH]1	5%
97	C[C@@H]1CN([C@@H](C)CO)C(=O)CCCn2nncc2CO[C@H]1CN(C)Cc1cccnc1	0%
98	CCOc1ccc(NC(=O)Cn2c(=O)n(Cc3ccccc3)c(=O)c3sc4ccccc4c32)cc1	-1%
99	COc1cc(OC)c(NC(=O)c2cnc(N3CCCC3)nc2C)cc1Cl	-2%
100	CCOc1ccc(CC(=O)NC2CC(=O)N(c3cccc(F)c3)C2)cc1 (configuration not stated)	4%
101	COc1cccc(N2CCN(C(=O)c3cnn(-c4ccccc4Cl)c3C3CCN(C(=O)OC(C)(C)C)CC3)CC2)c1	8%
102	COc1ccc(-c2cc(C(C)=O)c(C)n2CCC(=O)Nc2ccc(C(F)(F)F)cc2)cc1	1%
103	CCCc1cc(-n2ccnc2C)n2c(nc3ccccc32)c1C#N	7%
104	CNC(=O)C1CCN(S(=O)(=O)c2c(C)noc2/C=C/c2ccccc2F)CC1	-4%
105	Cc1onc(-c2ccccc2Cl)c1C(=O)Nc1ccc(Br)cc1	17%
106	Cc1ccc(N(C(=O)CNC(=O)c2ccco2)C(C(=O)NC2CCCCC2)c2ccncc2)c(C)c1 (configuration not stated)	11%
107	CC1CCCN(S(=O)(=O)c2ccc(NC(=O)c3nc(SC(C)C)ncc3Cl)cc2)C1 (configuration not stated)	6%
108	CCc1ccccc1N(C)C(=O)c1cnc(N2CCOCC2)c2ccccc12	8%
109	Cc1ccc(NC(=S)NCc2ccc(S(N)(=O)=O)cc2)c(C)c1	3%
110	CCCCc1nc2ccccc2n1CC(=O)N(COCC)c1c(C)cccc1CC	3%
111	Cc1ccc(Cn2c(CN3CCC(C(=O)NCCc4ccccc4)CC3)cc3ccccc32)cc1	2%
112	CN(C)c1ccc(C2/C(=C(/O)c3ccccc3)C(=O)C(=O)N2CCCC(=O)O)cc1 (configuration not stated)	-1%
113	COc1ccc(-c2nc3scc(CCNS(=O)(=O)c4c(C)noc4C)n3n2)cc1OC	-2%
114	COc1cccc(CNC(=O)Cn2c(C)c3cnn(-c4ccccc4)c(=O)c3c2C)c1	-6%
115	CCOc1ccc(CCNC(=O)Cn2nc(CC)n3c(cc4sccc43)c2=O)cc1	-4%

This is a subset; the hit share may differ from the screen's.
